GPR7 antagonist = antagonists of human GPR7 (neuropeptides B/W receptor 1); GPR7-expressing cells, fluorescence antagonist assay; inhibition, % at 4.4 µM; 1.1% of 290,000 active; AID 1861; in the data active = inhibition above about 16%, passing the limit was not always enough;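 note: cells stimulated with the agonist NPW; 0% = agonist with vehicle and 100% = vehicle without agonist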
Target sequence (P48145 whole entry, looked up): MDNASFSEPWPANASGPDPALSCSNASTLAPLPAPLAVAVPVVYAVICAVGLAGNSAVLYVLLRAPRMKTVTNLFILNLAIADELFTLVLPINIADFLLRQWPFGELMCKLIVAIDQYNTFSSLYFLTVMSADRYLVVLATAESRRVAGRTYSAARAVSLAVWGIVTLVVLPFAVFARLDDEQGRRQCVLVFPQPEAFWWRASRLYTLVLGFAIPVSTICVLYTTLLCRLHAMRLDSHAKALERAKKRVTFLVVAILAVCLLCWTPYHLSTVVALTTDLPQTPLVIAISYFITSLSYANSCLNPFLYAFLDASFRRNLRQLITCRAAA
M18AAP inhibitor = PfM18AAP enzyme inhibition. recombinant PfM18AAP, H-Glu-NHMec fluorogenic cleavage. AID 1822. 1.2% of 290,000 active. inhibition, % at 7.35 µM;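 active = inhibition above the campaign mean inhibition over all tested compounds plus 3 SD, cut at about 28% in these data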;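 note: 0% = plate median of test compound wells and 100% = 2 mM ZnCl2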
IMP-1 inhibitor = blocks Pseudomonas aeruginosa IMP-1 metallo-beta-lactamase; inhibition, % at 5.6 µM; purified IMP-1, nitrocefin hydrolysis, epi-absorbance fluorescence; 0.45% of 290,000 active;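 active = inhibition above the mean plus 3 SD of all compounds in the same screening run, cut at about 4.5% in these data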;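 note: 0% = IMP-1 with DMSO and 100% = DMSO wells lacking enzyme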
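Assay system: purified recombinant IMP-1 beta-lactamase. Input: IMP-1 0.2 nM before substrate addition. Buffer or medium: Zinc- and detergent-supplemented HEPES buffer, pH 7.1. Schedule: 25 °C, 15 min preincubation, 25 min reaction. Signal: Epi-absorbance fluorescence, 480 nm excitation, 530 nm emission. Evaluation: percent inhibition from optical density relative to buffer-blank wells.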
IDE cell inh = inhibits human insulin-degrading enzyme in HEK cells; FAbetaB cleavage, fluorescence polarization; AID 434962; inhibition, % at 5.59 µM; 0.41% of 320,000 active;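 active = percent inhibition above the average of all tested compounds plus 3 SD, set per screening campaign, cut at about 16% in these data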;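 note: IDE supplied by intact live HEK cells; FP after avidin binding of uncleaved biotin substrate so inhibition keeps polarization high; 0% = DMSO wells and 100% = 60 µM reference IDE inhibitor Ii1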
p-CIP stab down = p/CIP protein destabilization; Q05BA5; F442A p/CIP-EGFP cells, EGFP fluorescence, 16 h; decrease of EGFP signal, % at 10 µM; 0.01% of 290,000 active; AID 1984;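 active = EGFP signal decrease of at least 30% at 10 µM or well 3 SD below plate mean, unless failing retest; inactive = the rest, including hits failing retest or dose response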; note: some compounds called inactive have numbers as strong as hits; many of its hits are not listed in these tables
PHOSPHO1 inh = inhibitors of human PHOSPHO1 phosphatase; Q8TCT1; recombinant PHOSPHO1, absorbance phosphatase assay; inhibition, % at 13.3 µM; 1.1% of 290,000 active; AID 1565; in the data active = inhibition above about 60%
Target sequence (Q8TCT1 whole entry, looked up): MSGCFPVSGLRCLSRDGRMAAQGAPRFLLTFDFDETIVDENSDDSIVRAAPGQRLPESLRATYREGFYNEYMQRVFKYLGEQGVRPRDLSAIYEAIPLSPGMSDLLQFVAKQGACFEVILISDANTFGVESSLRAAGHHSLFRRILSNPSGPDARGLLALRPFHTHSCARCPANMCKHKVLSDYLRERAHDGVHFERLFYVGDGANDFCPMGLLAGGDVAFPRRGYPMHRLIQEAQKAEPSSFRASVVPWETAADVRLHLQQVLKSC
VIM-2 inh = inhibitors of Pseudomonas aeruginosa VIM-2 metallo-beta-lactamase; inhibition, % at 5.6 µM; purified VIM-2, nitrocefin hydrolysis, epi-absorbance fluorescence; 0.89% of 290,000 active; AID 1527;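 active = inhibition above the mean of all tested compounds plus 3 SD, cutoff set per screening run, cut at about 7.5% in these data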;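 note: red hydrolysis product quenches plate fluorescence so inhibitors raise well fluorescence; 0% = enzyme with DMSO and 100% = DMSO without enzyme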
IDE cell activ = activators of human insulin-degrading enzyme in cells | HEK cells, FAbeta-B cleavage, fluorescence polarization; 0% vehicle, 100% cell-free pure enzyme wells | 0.073% of 340,000 active | activation, % at 5.96 µM;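 active = activation above the mean of all tested compounds plus 3 SD, set per screening campaign, cut at about 17% in these data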
NALP1 yeast inh = blocks the NALP1 inflammasome reconstituted in yeast; AID 2071; inhibition, % at 10 µM; 0.61% of 280,000 active; S. cerevisiae NALP1/ASC/caspase-1 growth, X-gal OD620, 72 h; in the data active = inhibition mostly above about 24%, no sharp cut-off; inactive = mostly below about 32%; note: some compounds called inactive have numbers as strong as hits
* = called active by the depositor; · = not tested or not shown.

Each structure is followed by: GPR7 antagonist	M18AAP inhibitor	IMP-1 inhibitor	IDE cell inh	p-CIP stab down	PHOSPHO1 inh	VIM-2 inh	IDE cell activ	NALP1 yeast inh
- CCOc1ccc(C(=O)N2CCN(c3ccccc3)CC2)cc1OCC
    -2.5	-6.4	-0.8	3.8	-3.2	14.0	0.0	8.0	-1.8
- COc1cc(C(=O)NC(C)Cc2ccccn2)ccc1OC1CCN(C(C)=O)CC1 (configuration not stated)
    -5.0	-1.9	-1.3	·	-5.8	26.5	-1.2	0.4	5.3
- C/C=C/c1ccc(OCC(O)CNCCc2ccc(OC)cc2)c(OC)c1 (configuration not stated)
    3.6	-4.8	-0.8	-1.2	-13.9	22.9	1.1	6.3	15.5
- O=C(NCC(=O)N(c1cccnc1)C(C(=O)NC1CCCC1)c1ccccc1)c1ccco1 (configuration not stated)
    -5.1	0.0	-2.3	-0.3	2.5	6.7	-1.1	-0.5	-3.6
- NCCNc1ccc([N+](=O)[O-])c(Sc2nc3ccccc3[nH]2)c1
    -7.7	4.8	-3.8	-3.2	-10.8	-17.0	-3.6	6.0	23.7
- COc1ccc(CC(=O)NNC(=O)CCc2ccccc2)cc1
    -2.1	10.0	-2.3	4.7	-1.5	36.7	-4.3	-1.2	6.6
- O=C1CSC(c2ccccc2F)N1 (configuration not stated)
    -10.3	-11.7	0.1	12.0	-7.0	38.3	0.9	4.8	·
- Cc1cc(C)n2nc(SCc3ccccc3C(=O)O)nc2n1
    -17.0	-1.2	-1.9	2.7	-5.4	15.9	-2.6	3.4	2.0
- Cc1ccc(C(=O)N2CCN(c3cc(=O)[nH]nc3-c3ccccc3)CC2)cc1
    -6.3	0.7	-2.8	-1.6	3.2	15.3	-1.1	0.9	1.4
- CCC(C(=O)Nc1cccc(OC)c1)n1nc(C)c2c(C)n(-c3ccccc3)nc2c1=O (configuration not stated)
    -17.3	-0.8	-2.3	-1.0	-5.8	32.9	-4.1	0.0	22.5
- CCCC(NC(=O)c1c(C)noc1C)C12CC3CC(CC(C3)C1)C2 (configuration not stated)
    -8.7	-6.0	-0.8	3.3	-14.5	38.9	-0.3	2.4	5.7
- O=C(Nc1ccccc1)c1ccc(NCC2CCCO2)c(S(=O)(=O)N2CCOCC2)c1 (configuration not stated)
    -4.0	-6.6	-3.6	-1.2	-19.8	3.9	-2.1	1.0	0.5
- CC(NC(=O)C12CC3CC(C)(CC(C)(C3)C1)C2)c1ccncc1 (configuration not stated)
    -4.7	0.3	-1.6	6.0	-6.3	52.1	-2.3	3.0	0.9
- O=C(O)c1ccc(N=NN2CCCCCC2)cc1
    -1.6	12.0	-0.6	2.4	5.1	5.7	-1.3	3.3	9.7
- CC(C)CN(C(=O)CCc1ccccc1)c1c(N)n(CC(C)C)c(=O)[nH]c1=O
    -4.0	-3.8	-0.6	6.6	-2.8	-11.2	-0.1	0.5	17.4

Later entries.
Each structure is followed by: GPR7 antagonist	M18AAP inhibitor	IMP-1 inhibitor	IDE cell inh	p-CIP stab down	PHOSPHO1 inh	VIM-2 inh	IDE cell activ	NALP1 yeast inh
- Cn1ncc2c1ncn1nc(COc3ccc4ccccc4c3)nc21
    -4.9	-6.0	-1.9	-0.7	1.4	-0.2	-1.5	-1.4	15.7
- CCOC(=O)C1CCN(CC(C)(C)NS(=O)(=O)c2ccc(C)cc2)CC1
    -5.0	-1.3	1.7	-3.1	-20.8	19.0	0.0	0.7	22.1
- CC1(C)CC2=C(CO1)C(=S)NC(c1ccccc1)N2CC1CCCO1 (configuration not stated)
    -7.4	4.7	-2.8	-2.6	-1.9	-117.3	-3.6	-2.2	29.9
- COc1ccc(C2C3=C(CC(C)(C)CC3=O)Oc3ncn(CCO)c(=N)c32)cc1OC (configuration not stated)
    -2.1	-0.8	-0.4	2.8	-0.5	-4.4	-1.6	3.9	8.0
- Cc1ccc(NC(=O)CCC(=O)NNC(=O)/C=C/C(=O)O)c(C)c1
    0.1	9.3	-0.3	5.0	-3.4	5.7	-0.6	2.9	20.7
- O=C(NCC1CC1)c1cc([N+](=O)[O-])cc([N+](=O)[O-])c1
    -7.7	2.6	0.0	-2.3	-6.8	33.0	-1.4	5.2	7.9
- N#C/C(=C\c1ccc(-c2ccc([N+](=O)[O-])cc2Br)o1)C(=O)N1CCN(c2ccccc2)CC1
    -4.3	1.4	0.0	3.3	-4.1	10.9	0.5	3.5	23.6
- COCCn1nnnc1CN1CCN(c2cccc(C(F)(F)F)c2)CC1
    -11.8	-5.3	-2.0	-1.8	-8.8	25.8	-2.1	1.4	-4.5
- C/C(=N\NC(=O)c1cccnc1)c1ccc(-n2ccnc2)cc1
    -14.3	-7.2	-1.8	-0.1	-5.2	37.9	0.5	5.3	22.9
- COc1ccc(N=C2S/C(=C\c3ccco3)C(=O)N2CC(C)C)cc1
    3.6	-7.0	1.4	-1.7	3.3	3.2	0.6	-3.3	-21.8
- CC/C(O)=C(\C#N)c1nnc2n1CCCCC2
    -5.1	-3.2	-1.7	0.4	-4.2	25.4	-6.8	-6.5	-6.2
- O=C(COc1ccc2c3c(c(=O)oc2c1)CCCC3)NCCCN1CCCC1=O
    -4.2	0.3	-3.2	6.0	-2.9	26.1	5.0	4.3	-8.9
- CCc1cc(CNC(=O)CCc2nnc(CCCc3ccccc3)o2)on1
    0.1	2.7	-0.9	1.6	-2.6	23.4	-1.0	0.5	-2.4
- CCCCN(C)C(=O)c1oc2ccc(S(=O)(=O)N3CCCCCC3)cc2c1C
    -8.4	0.4	-2.3	6.0	-15.7	12.4	-1.1	-7.7	-15.7
- N#Cc1cccnc1Oc1ccccc1
    -10.4	-13.3	-1.8	12.8	-7.9	2.8	1.6	8.8	32.2

(list continues)
Each structure is followed by: GPR7 antagonist	M18AAP inhibitor	IMP-1 inhibitor	IDE cell inh	p-CIP stab down	PHOSPHO1 inh	VIM-2 inh	IDE cell activ	NALP1 yeast inh
- CCc1nnc(NC(=O)C2Cc3ccccc3CN2S(=O)(=O)c2ccc(C)cc2)s1 (configuration not stated)
    2.7	5.8	-1.3	-4.8	-9.8	-49.1	-0.1	0.0	-1.6
- O=C(Cc1ccc(Cl)cc1Cl)Nc1ccncc1Cl
    5.1	1.9	-2.6	4.5	-6.6	22.6	-0.2	7.1	8.3
- c1csc(-c2cc(N3CCCCC3)c3ccccc3n2)c1
    -30.1	-0.9	-0.4	0.2	-13.2	42.2	0.2	-1.8	18.9
- Cc1cc(Cl)ccc1OCCCC(=O)NCc1ccccn1
    5.1	-14.0	0.5	-0.1	3.1	-7.7	-0.2	6.7	-4.2
- S=C(c1ccc(-c2ccc(Cl)cc2Cl)o1)N1CCCC1
    -20.1	-3.7	2.1	-2.6	8.0	29.8	1.7	·	1.4
- CCC(C)[C@H](NC(=O)N1c2ccccc2NC(=O)[C@@H]1C(C)C)C(=O)N[C@@H](Cc1ccccc1)C(=O)O (some centres not stated)
    -5.7	0.9	-1.4	-3.0	-0.4	39.5	-1.3	3.0	21.1
- COc1ccc(CCNC(=O)COC(=O)Cn2cnc3ccccc32)cc1OC
    -8.7	2.5	-1.0	-1.5	-4.0	19.2	1.5	4.7	-2.3
- Cc1ccc(CN2CCN(Cc3ccc4cccc(F)c4n3)CC2CCO)cc1 (configuration not stated)
    -14.2	1.4	-0.4	0.1	7.5	·	-2.1	-3.3	-31.3
- O=C(Cn1cnnn1)NC1CCCN(Cc2ccccc2F)C1 (configuration not stated)
    -3.7	1.7	-2.0	-0.9	-1.2	27.9	-6.5	3.5	8.1
- COC(=O)c1c(C(=O)OC)c(-c2cccc(F)c2)n2c1CS(=O)(=O)C2
    -11.1	-7.7	-1.6	0.1	7.3	32.7	-0.5	4.9	10.1
- COc1ccc(C2(NC(C)=O)CCN(Cc3cccnc3)CC2)cc1
    -5.7	-2.1	-1.2	-3.8	6.7	35.7	-0.5	0.0	11.1
- O=[N+]([O-])c1cc(S(=O)(=O)N2CCCC2)ccc1N/N=C/c1cccnc1
    -3.2	1.8	-1.2	0.8	-8.3	3.2	-2.7	1.1	11.1
- CCCN(CC1CC1)C(=O)CSc1nnc(-c2cc(-c3cccs3)nc3ccccc23)o1
    1.8	-9.6	-2.6	2.1	5.6	19.3	-0.8	-2.2	17.4
- COc1cccc(CN2CCN(C3CCN(c4ccccc4F)CC3)CC2CCO)c1 (configuration not stated)
    3.9	6.1	-3.0	0.0	-2.4	20.8	-3.9	4.9	9.2
- CCOc1cc(NC(=S)NCCc2ccccc2)c(OCC)cc1NC(C)=O
    -0.2	2.5	-1.6	2.4	-4.1	-3.4	-1.5	6.3	1.5

(listing goes on)
Each structure is followed by: GPR7 antagonist	M18AAP inhibitor	IMP-1 inhibitor	IDE cell inh	p-CIP stab down	PHOSPHO1 inh	VIM-2 inh	IDE cell activ	NALP1 yeast inh
- Cc1cc(Cl)ccc1OCC(=O)OCC(=O)Nc1ccc(F)c([N+](=O)[O-])c1
    6.5	-1.4	0.4	-2.6	5.6	9.3	-1.9	4.5	23.7
- COC(=O)c1ccccc1NC(=O)C1CCC(=O)N1S(=O)(=O)c1ccc(C)cc1 (configuration not stated)
    -1.7	-18.3	-1.9	-6.0	-12.8	-9.7	0.2	8.0	-1.9
- COc1ccc(S(=O)(=O)NCc2ccc(C(=O)N3CCN(Cc4ccccc4)CC3)cc2)cc1
    -0.8	-13.0	1.9	3.1	-1.4	-44.5	-1.4	6.0	12.2
- CC(=O)Nc1ccc(NC(=O)CSc2nnc(COc3ccccc3C)n2CC2CCCO2)cc1 (configuration not stated)
    -9.1	-5.3	-1.2	-0.7	-4.5	24.1	0.7	4.9	-3.0
- COc1ccc(/C=C(/C#N)C(=O)Nc2cccnc2)cc1OC
    -10.0	6.4	-1.6	-2.2	-15.4	8.4	-8.5	3.9	23.8
- Cc1nn(-c2ccc([N+](=O)[O-])cc2)c2c1C(c1ccc(OC(F)F)cc1)N1C(=N2)C(=O)Nc2ccccc21 (configuration not stated)
    -0.9	-4.7	-3.8	-0.9	-16.5	42.1	-3.6	8.5	-12.7
- COc1ccccc1C(=O)Nc1ccnn1C1CCN(Cc2ccn[nH]2)CC1
    -7.0	-2.7	-2.4	1.4	-1.2	37.6	-2.7	0.0	2.0
- O=C(Nn1c(-c2ccc(Br)cc2)nc2ccccc2c1=O)c1ccncc1
    -10.9	1.2	-4.8	-2.2	3.0	-9.7	-2.1	4.4	-15.4
- O=C(Nc1c2c(nn1-c1cccc(Cl)c1)CS(=O)(=O)C2)c1ccc2c(c1)OCO2
    3.7	27.1	-1.1	-1.7	-1.2	2.1	-4.0	4.2	33.4
- CCn1c(COc2ccccc2C)nc2ccccc21
    -6.1	-0.7	-2.1	-3.2	-2.9	3.4	-2.7	-0.7	29.2
- CC(C)NC(=O)N1CCCN(c2nc3ccc(Cl)cc3s2)CC1
    -8.8	0.5	-0.9	-0.9	-10.3	40.9	-1.5	-2.2	-0.4
- O=C(Nc1ccc2c(c1)OCCO2)c1cc2sccc2n1Cc1ccc(F)cc1
    -10.5	2.3	-1.6	-3.0	-3.0	29.8	-2.9	8.1	6.4
- O=C(CSc1nnc(NC(=O)c2ccc(S(=O)(=O)N3CCOCC3)cc2)s1)Nc1ccccc1C(F)(F)F
    -6.9	2.5	-0.5	6.1	15.1	10.3	-0.7	6.1	15.3
- C=CCOc1cccc(CNCc2cccnc2)c1
    -6.4	-17.3	-0.7	2.3	-2.3	·	1.6	1.8	8.9
- COc1ccc(C(=O)N2CCSCC2)cc1OC1CCN(C(C)=O)CC1
    1.8	-12.7	-1.0	-1.3	-11.5	32.8	0.6	1.7	17.8
